Screening results as filed in PubChem.
CF NFkB block = cystic fibrosis NF-kB activation inhibition. KKLEB NF-kB-GFP reporter, PAF-induced, GFP fluorescence overnight. inhibition, % at 5 µM. hit rate 0.86% among 360,000;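 active means at least 50% inhibition at 5 µM, scaled per plate between neutral and stimulator controls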;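 further: PAF is a Pseudomonas aeruginosa culture filtrate used as stimulus; plate controls were PAF-stimulated DMSO wells for no effect and unstimulated DMSO wells for full effect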
NR2E3 ag-1 = activates human NR2E3 receptor; hit rate 0.35% among 360,000; Q9Y5X4; CHO-S Gal4-NCOR/VP16-NR2E3 two-hybrid, luciferase; inhibition of corepressor binding, % at 3.98 µM; AID 602229;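 active means inhibition above the mean of all tested compounds plus 3 SD, cut at about 70% in these data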;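 further: 0% = DMSO with NR2E3 transfected cells and 100% = cells lacking NR2E3 construct; higher means lower luciferase signal from less NR2E3 corepressor binding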
Target sequence (Q9Y5X4 whole entry, looked up, the tested form may be a part): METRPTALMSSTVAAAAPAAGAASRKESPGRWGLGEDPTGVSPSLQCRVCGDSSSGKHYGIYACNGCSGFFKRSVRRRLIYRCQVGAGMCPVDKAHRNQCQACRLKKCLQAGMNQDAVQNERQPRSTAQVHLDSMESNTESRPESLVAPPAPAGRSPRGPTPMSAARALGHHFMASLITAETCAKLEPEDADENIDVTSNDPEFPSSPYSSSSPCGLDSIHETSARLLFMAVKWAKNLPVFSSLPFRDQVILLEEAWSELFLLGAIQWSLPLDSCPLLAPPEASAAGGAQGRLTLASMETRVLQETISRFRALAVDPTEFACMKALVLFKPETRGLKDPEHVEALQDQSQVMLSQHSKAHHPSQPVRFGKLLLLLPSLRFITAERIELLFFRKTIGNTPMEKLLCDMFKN
C8 TRAIL sens = caspase-8 TRAIL sensitization; NB7+C8 cells + TRAIL, ATPlite viability luminescence; inhibition (viability loss, TRAIL sensitization), % at 10 µM; hit rate 1% among 360,000; AID 624354;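 active means compounds causing at least 50% loss of cell viability in the single-dose screen, relative to plate controls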
hiPSC survival = increases survival of single human iPS cells; hiPSC single-cell survival, ATPlite luminescence; 100% = ROCK inhibitor wells, 0% = DMSO; survival enhancement, % at 20 µM; hit rate 0.044% among 360,000; AID 602274; in the data active means survival enhancement above about 18%;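 further: cells exposed to compounds for 16 hours before the ATP read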
NR2E3 ag-2 = activates human photoreceptor nuclear receptor NR2E3. Q9Y5X4. GST-NR2E3/biotin-RetCOR TR-FRET, 1536-well. inhibition of corepressor binding, % at 4.78 µM. hit rate 0.12% among 320,000. AID 2300;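 active means percent inhibition above the cutoff of mean plus 3 SD of all tested compounds, set per screening campaign, cut at about 20% in these data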;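 further: 0% = DMSO wells and 100% = biotin wells as full block of FRET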
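System: GST-NR2E3 and biotin-RetCOR proteins; probe or stimulus: 7 nM biotin-RetCOR; doses: compound at 4.8 µM, single dose; schedule: Compound–protein incubation for 5 h at 4 °C; detection: time-resolved FRET; read-out: percent inhibition; controls: biotin wells as high control, 0.6% DMSO wells as low control; format: 1536-well plates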
KKLEB cytotox = counter-screen for CF NF-kB inhibitors: cytotoxicity | KKLEB CF airway cells viability, ATPlite luminescence, overnight; hits give low values; cells stimulated with P. aeruginosa culture filtrate | activity change (cytotoxicity), % at 5 µM | hit rate 0.36% among 360,000 | AID 602141;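 active means corrected activity change at or below -50% at 5 µM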
MITF TRPM1 inh = inhibitors of MITF-driven TRPM1 promoter in melanoma cells. SK-MEL-5 TRPM1 promoter luciferase, 24 h. inhibition, % at 12.5 µM. hit rate 0.83% among 330,000;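 active means mean inhibition across replicates of 60% or more, whatever share of single replicates reaches that level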; further: values of inactives mirror those of a sister screen read the other way
HIF-2a inh = inhibitors of HIF-2a | 786-0 RCC cells HIF-2a reporter, luciferase luminescence, overnight | inhibition, % at 18.8 µM | hit rate 0.72% among 360,000 | AID 624352;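 active means inhibition of the luminescence signal of 40% or more relative to plate controls, in a single-dose primary screen at 18.75 µM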
LMP1 NFkB inh = reduces LMP1-driven NF-kappaB luciferase signal. LMP1-induced NF-kappaB luciferase reporter cells, luminescence. hit rate 0.69% among 350,000. inhibition, % at 12.5 µM; in the data active means inhibition above about 41%;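 further: 0% = neutral control wells and 100% = reference inhibitor control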
Shn3 3UTR inh = Schnurri-3 reporter inhibition in Clone20 osteoblasts; Clone20 osteoblast Shn3 3'UTR firefly luciferase, 24 h; inhibition, % at 12.5 µM; hit rate 0.52% among 360,000; AID 588674;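 active means mean inhibition of at least 75% with every replicate also reaching 75%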;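 further: 0% = median of neutral control wells and 100% = pilot-screen positive control compound; some compounds past the cut are filed as inactive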
Peg3 prom inh = inhibitors of Peg3 promoter; HeLa PEG-Prom luciferase reporter, luminescence, overnight; inhibition, % at 20 µM; hit rate 1.7% among 360,000; AID 588405;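 active means inhibition of at least 50% at 20 µM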
Active calls of the source: *; . = no result given. These rows are one share of the data; rates above refer to the full screens.

cpd	molecule	CF NFkB block	NR2E3 ag-1	C8 TRAIL sens	hiPSC survival	NR2E3 ag-2	KKLEB cytotox
1	Cc1[nH]n(-c2ccccc2)c(=O)c1C(c1ccc(C(=O)O)cc1)c1c(C)[nH]n(-c2ccccc2)c1=O	16	1	3	-0.6	6	4
2	CCOC(=O)c1c(C)[nH]c(C)c1S(=O)(=O)NC1CCN(C(=O)OCC)CC1	9	-18	0	-0.5	-1	-6
3	C=CCN(CC=C)c1ncnc2[nH]ncc12	65*	-55	-13	0.7	.	3
4	Nc1ncnc(Nc2ccccc2Cl)n1	-4	-9	-3	-0.8	-6	6
5	COc1ccc(-c2nnc(SCCC(=O)O)n2-c2ccccc2)cc1OC	-1	-4	0	2.1	2	-3
6	O=C(Nc1cccnc1)C1CC(=O)N(c2ccc(F)cc2)C1 (stereo not given)	10	21	-1	-0.4	-1	-24
7	CC(=O)Nc1ccc(-c2ccnc3c2CC(C)(C(=O)Nc2cccc(Oc4ccccc4)c2)O3)cc1 (stereo not given)	22	-25	32	-3.4	.	-13
8	O=S(=O)(Cc1ccccc1)N1CCN(Cc2ccccc2)CC1	8	25	-10	8.5	2	0
9	O=C(COc1ccccc1Cl)NCCc1ccc2c(c1)OCCO2	-1	-5	-5	2.3	4	-7
10	Cn1c(SCCOc2ccccc2Cl)nnc1-c1cccs1	4	-42	-13	-1.4	6	-11

cpd	MITF TRPM1 inh	HIF-2a inh	LMP1 NFkB inh	Shn3 3UTR inh	Peg3 prom inh
1	6	17	-5	4	4
2	4	8	3	18	-6
3	-16	15	29	5	13
4	-3	5	5	10	5
5	-6	14	-4	-2	6
6	3	10	-3	-4	3
7	.	26	.	22	8
8	2	-5	2	-1	7
9	-27	-93	-4	-3	-94
10	-23	-161	-11	15	-75

Another view of some results above.
# | Structure | CF NFkB block | NR2E3 ag-1 | C8 TRAIL sens | hiPSC survival | NR2E3 ag-2 | KKLEB cytotox | MITF TRPM1 inh | HIF-2a inh | LMP1 NFkB inh | Shn3 3UTR inh | Peg3 prom inh
7 | CC(=O)Nc1ccc(-c2ccnc3c2CC(C)(C(=O)Nc2cccc(Oc4ccccc4)c2)O3)cc1 (stereo not given) | 22 | -25 | 32 | -3.4 | . | -13 | . | 26 | . | 22 | 8
8 | O=S(=O)(Cc1ccccc1)N1CCN(Cc2ccccc2)CC1 | 8 | 25 | -10 | 8.5 | 2 | 0 | 2 | -5 | 2 | -1 | 7
9 | O=C(COc1ccccc1Cl)NCCc1ccc2c(c1)OCCO2 | -1 | -5 | -5 | 2.3 | 4 | -7 | -27 | -93 | -4 | -3 | -94

Records listed so far marked active in CF NFkB block:
no.	Structure	CF NFkB block	NR2E3 ag-1	NR2E3 ag-2	MITF TRPM1 inh	HIF-2a inh	LMP1 NFkB inh	Shn3 3UTR inh	Peg3 prom inh
3	C=CCN(CC=C)c1ncnc2[nH]ncc12	65*	-55	.	-16	15	29	5	13

The listing continues:
cpd	molecule	CF NFkB block	NR2E3 ag-1	C8 TRAIL sens	hiPSC survival	NR2E3 ag-2	KKLEB cytotox
11	CCOC(=O)N1CCN(CCC(=O)Nc2ccccc2OC)CC1	10	0	-14	-1.8	-5	0
12	Cc1ccc(C(=O)N(Cc2nnc(-c3ccc(Cl)cc3)o2)C2CC2)o1	5	0	10	-0.4	0	-25
13	Cc1ccc(C(=O)NCc2ccco2)cc1	0	-39	-15	-0.7	.	15
14	O=C(Nc1cc(Cl)ccc1N1CCOCC1)c1cccnc1Cl	6	-5	-8	1.1	-1	-1
15	Cc1ccc(S(=O)(=O)/N=C(/Nc2ccccc2C)c2ccccc2)cc1	-11	-36	9	-1.5	.	4
16	c1ccc(C(Cc2nc(-c3cccnc3)no2)c2ccccc2)cc1	10	12	-4	3.1	6	-4
17	Cc1cc(C)n(-c2ccc(C(C)C)cc2)c(=O)c1C#N	8	18	-1	0.8	-2	0
18	CCC(=NCCN1CCNCC1)C1=C(O)CC(C)(C)CC1=O	-7	2	-6	2.0	-2	11
19	COc1ccc(/C(N)=N/OC(=O)c2ccc3c(c2)OCO3)cc1	-11	-53	12	-1.0	1	0
20	CN(Cc1ccccc1)C(=O)c1ccc(NC(=O)Cc2ccc(NC(=O)C3CCCN(C(=O)c4ccccc4)C3)cc2)cc1 (stereo not given)	-12	-15	4	1.2	.	-7

cpd	MITF TRPM1 inh	HIF-2a inh	LMP1 NFkB inh	Shn3 3UTR inh	Peg3 prom inh
11	-2	13	5	1	5
12	-4	-74	-3	-3	-60
13	4	-12	-3	-8	-22
14	2	15	1	1	15
15	2	8	-2	1	14
16	-1	-5	-5	2	18
17	-4	8	10	6	9
18	-6	17	0	-10	0
19	-33	-238	-79	-60	-221
20	14	-3	2	18	3

Next part.
cpd	molecule	CF NFkB block	NR2E3 ag-1	C8 TRAIL sens	hiPSC survival	NR2E3 ag-2	KKLEB cytotox
21	CC(C)CCNC(=O)c1cc(S(=O)(=O)N2CCC3(CC2)OCCO3)ccc1F	9	17	-9	-1.5	.	8
22	CCOc1ccc(CNC(=O)C2CCCN(S(=O)(=O)N3CCC(C)CC3)C2)cc1OC (stereo not given)	1	-15	8	-1.4	.	-7
23	Cc1ccc(NC(=S)NCC(C)C)cc1	-4	-34	-1	-0.3	0	12
24	O=c1[nH]c(CN2CCN(Cc3ccccc3)CC2)nc2scc(-c3ccccc3)c12	11	5	5	-0.2	3	-2
25	CCOc1ccc(N2CC(C(=O)Nc3ccccc3C(=O)NC3CC3)CC2=O)cc1 (stereo not given)	-2	10	14	0.8	4	-5
26	Cc1cccc(CCN(C(=O)c2snc(C(N)=O)c2N)C(C(=O)NCC2CCCO2)c2ccc(F)cc2)c1 (stereo not given)	-4	-35	-7	1.9	.	3
27	COC(=O)c1c(NC(=O)CN(c2ccc(C)c(C)c2)S(C)(=O)=O)sc2c1CCCC2	2	-11	-5	3.5	-3	4
28	CCOC(=O)Cn1nc(/C=C/c2ccc(C)cc2)ccc1=O	1	3	-6	0.2	-2	6
29	CCOc1cc(C=O)ccc1OCCCN1C(=O)NC(C)(C)C1=O	0	-19	-39	-0.9	1	-4
30	COc1ccc(Cl)cc1NS(=O)(=O)c1cccc(C(=O)NCCCN2CCOCC2)c1	-12	2	-7	4.1	.	0

cpd	MITF TRPM1 inh	HIF-2a inh	LMP1 NFkB inh	Shn3 3UTR inh	Peg3 prom inh
21	.	10	5	3	12
22	.	5	-13	12	24
23	-3	-98	-5	-6	-37
24	-19	22	14	29	35
25	11	16	-3	4	27
26	-4	-23	-2	-7	-7
27	15	16	0	19	8
28	1	0	13	-7	-24
29	-12	0	-6	-1	10
30	.	11	-6	-2	5

Next part
cpd	molecule	CF NFkB block	NR2E3 ag-1	C8 TRAIL sens	hiPSC survival	NR2E3 ag-2	KKLEB cytotox
31	CC(OC(=O)CN1C(=O)c2ccccc2C1=O)C(=O)NC1CCCC1 (stereo not given)	-2	-21	-2	-0.4	5	1
32	Cn1nc(C(=O)Nc2ccc(S(=O)(=O)N3CCCCC3)cc2)c2ccccc2c1=O	-8	6	13	0.1	-5	-4
33	Cn1c(=O)c2[nH]c(SCc3cccnc3)nc2n(C)c1=S	16	9	-8	1.0	.	-2
34	O=[N+]([O-])c1cccc(C(=Nc2ccccc2Cl)NO)c1	-23	-1	8	0.0	3	10
35	COc1ccc(-n2nc(C(=O)N(C)C)nc2-c2ccccc2)cc1	11	-7	0	0.1	0	-9
36	CCCNC(=S)Nc1ccc(CC(=O)OC)cc1	-13	-7	0	-0.1	-3	0
37	CCN(CC)c1ccc(N2C(=O)/C(=C/c3ccccn3)SC2=S)cc1	1	-3	23	0.5	2	-6
38	Nc1nnc(SCc2cccc(C(F)(F)F)c2)s1	4	-26	1	-0.8	-4	-16
39	COc1cc(CNC(C)C23CC4CC(CC(C4)C2)C3)ccc1OCC(=O)NC(C)(C)C (stereo not given)	10	-3	5	-0.7	1	-8
40	O=C(NCCOc1ccccc1Cl)c1cccc2c1C(=O)c1ccc(Cl)cc1S2(=O)=O	-10	-7	38	-1.2	2	9

cpd	MITF TRPM1 inh	HIF-2a inh	LMP1 NFkB inh	Shn3 3UTR inh	Peg3 prom inh
31	9	-5	-4	5	2
32	13	15	5	10	34
33	0	4	2	9	14
34	3	8	-5	-8	16
35	9	10	6	13	13
36	3	12	11	21	6
37	4	14	-3	-1	24
38	-21	-90	-14	-39	-36
39	7	25	3	2	72*
40	13	-19	3	-6	41

Reformatted with tabs: entries from further up
entry	molecule	CF NFkB block	NR2E3 ag-1	C8 TRAIL sens	hiPSC survival	NR2E3 ag-2	KKLEB cytotox	MITF TRPM1 inh	HIF-2a inh	LMP1 NFkB inh	Shn3 3UTR inh	Peg3 prom inh
39	COc1cc(CNC(C)C23CC4CC(CC(C4)C2)C3)ccc1OCC(=O)NC(C)(C)C (stereo not given)	10	-3	5	-0.7	1	-8	7	25	3	2	72*
40	O=C(NCCOc1ccccc1Cl)c1cccc2c1C(=O)c1ccc(Cl)cc1S2(=O)=O	-10	-7	38	-1.2	2	9	13	-19	3	-6	41

Next part:
cpd	molecule	CF NFkB block	NR2E3 ag-1	C8 TRAIL sens	hiPSC survival	NR2E3 ag-2	KKLEB cytotox
41	COc1ccc(C(=O)NCCS(=O)(=O)N2CCc3ccccc3C2)cc1	7	28	-13	-0.2	5	-11
42	N#Cc1c2n(c3c(N)ncnc13)CCCCC2	-12	-25	-4	0.5	-3	-8
43	O=C(C1CCN(S(=O)(=O)c2cccnc2)CC1)N1CCN(c2ccccc2Cl)CC1	-5	-10	9	4.9	2	-6
44	COc1ccc(NS(=O)(=O)c2ccc(N/N=C/c3ccc(N4CCOCC4)cc3)c([N+](=O)[O-])c2)cc1	21	-33	-2	0.6	1	-11
45	CCN(CC)c1ccc(/C=N/NC(=O)Nc2nonc2N)cc1	-13	-41	13	1.8	-1	-2
46	COc1cc(C(=O)OCCCN2CCCN(CCCOC(=O)c3cc(OC)c(OC)c(OC)c3)CC2)cc(OC)c1OC	-25	-14	-3	-2.3	5	11

cpd	MITF TRPM1 inh	HIF-2a inh	LMP1 NFkB inh	Shn3 3UTR inh	Peg3 prom inh
41	3	7	1	-13	0
42	4	16	1	-7	-2
43	-6	-2	2	13	18
44	-5	6	-4	-13	17
45	-56	-126	-4	-57	-130
46	-1	-47	7	8	-16
